High-throughput results (PubChem BioAssay)
CAL-PDZ inh HTS – CAL PDZ (human) peptide binding inhibition. Q9HD26. purified CAL PDZ, TMR-peptide fluorescence polarization, 1 h. inhibition, % at 24.9 µM. 0.92% of 300,000 active. AID 602252;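 active means mean inhibition of at least 30% with at least half of replicates also reaching 30%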;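 further: 0% = DMSO neutral control and 100% = excess unlabeled competitor peptide PRC23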
HTR5A inv ctr – HTR5A inverse agonism, opioid heterodimer counter-screen; 0.083% of 340,000 active; inhibition, % at 9.3 µM; P47898; HTR5A cell line, luminescence; in the data active means inhibition mostly above about 23%, no sharp cut-off; inactive means mostly below about 18%;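 further: 0% = cells with DMSO and 100% = no-cell wells with DMSO; some compounds called inactive have numbers as strong as hits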
Target sequence (P47898 whole entry, looked up): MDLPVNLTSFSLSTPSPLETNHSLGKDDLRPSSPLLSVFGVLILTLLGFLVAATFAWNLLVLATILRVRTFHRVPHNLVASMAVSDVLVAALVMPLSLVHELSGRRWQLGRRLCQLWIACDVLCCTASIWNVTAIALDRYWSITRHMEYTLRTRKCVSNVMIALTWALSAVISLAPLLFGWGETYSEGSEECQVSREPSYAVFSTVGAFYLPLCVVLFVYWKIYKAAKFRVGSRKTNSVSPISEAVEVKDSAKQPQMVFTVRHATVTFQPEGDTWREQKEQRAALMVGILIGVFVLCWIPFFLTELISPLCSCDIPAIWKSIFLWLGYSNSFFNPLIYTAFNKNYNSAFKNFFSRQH
MOR-DOR ag – OPRM1-OPRD1 heterodimerization agonism | cells, luminescence | activation, % at 9.3 µM | 0.3% of 340,000 active; in the data active means activation above about 18%;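 further: 0% = vehicle-treated cells and 100% = reference agonist; values of inactives mirror those of a sister screen read the other way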
RTF Ca sens act – cardiac RTF calcium sensitization. P19429+P45379. AID 493008. activation, % at 7.2 µM. 0.24% of 340,000 active. IANBD-labeled TnC RTF fluorescence at EC20 calcium; 0% EC20 calcium, 100% full calcium;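 active means activation above the mean over all tested compounds plus 3 SD, cut at about 30% in these data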;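 further: rise in fluorescence read as greater calcium sensitivity of cardiac thin filaments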
OPRM1-OPRD1 inv – inverse agonist of human OPRM1-OPRD1 heterodimerization | cell-based MOR-DOR heterodimer luminescence, inverse agonism | inhibition, % at 9.3 µM | 0.21% of 340,000 active | AID 504357; in the data active means inhibition above about 22%, passing the limit was not always enough;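 further: 0% = cells with DMSO and 100% = wells without cells with DMSO; values of inactives mirror those of a sister screen read the other way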
HTR5A ag ctr – counter-screen for OPRM1-OPRD1 agonists: human HTR5A agonism; HTR5A agonist assay, luminescence, cell-based; activation, % at 9.3 µM; 0.61% of 340,000 active; AID 504692; in the data active means activation mostly above about 9.5%, no sharp cut-off; inactive means mostly below about 7.6%;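 further: 0% = cells with vehicle only and 100% = reference agonist; strong numbers were not always called active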
LANA DNA inh – blocks KSHV LANA C-terminal domain binding to DNA; MBP-C-LANA/FAM-LBS DNA binding, fluorescence polarization; inhibition, % at 9 µM; 0.078% of 340,000 active; AID 504423;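 active means highest replicate inhibition at or above 60% at 9 µM, even if other replicates fall short; inactive means all replicates below 60% inhibition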;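 further: 0% = neutral control wells and 100% = 4 µM acridine orange control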
Keap1-Nrf2 PPI – disrupts human Keap1 binding to Nrf2 peptide | Q14145 | AID 504523 | Keap1 Kelch-Nrf2 peptide fluorescence polarization, 1536-well | inhibition, % at 9.4 µM | 0.15% of 340,000 active; in the data active means inhibition above about 12%;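 further: human Keap1 Kelch domain with fluorescein labeled Nrf2 9mer peptide probe; 0% = neutral control wells and 100% = peptide positive control; higher means more block of Keap1 binding to Nrf2 peptide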
Target sequence (Q14145 whole entry, looked up, the tested form may be a part): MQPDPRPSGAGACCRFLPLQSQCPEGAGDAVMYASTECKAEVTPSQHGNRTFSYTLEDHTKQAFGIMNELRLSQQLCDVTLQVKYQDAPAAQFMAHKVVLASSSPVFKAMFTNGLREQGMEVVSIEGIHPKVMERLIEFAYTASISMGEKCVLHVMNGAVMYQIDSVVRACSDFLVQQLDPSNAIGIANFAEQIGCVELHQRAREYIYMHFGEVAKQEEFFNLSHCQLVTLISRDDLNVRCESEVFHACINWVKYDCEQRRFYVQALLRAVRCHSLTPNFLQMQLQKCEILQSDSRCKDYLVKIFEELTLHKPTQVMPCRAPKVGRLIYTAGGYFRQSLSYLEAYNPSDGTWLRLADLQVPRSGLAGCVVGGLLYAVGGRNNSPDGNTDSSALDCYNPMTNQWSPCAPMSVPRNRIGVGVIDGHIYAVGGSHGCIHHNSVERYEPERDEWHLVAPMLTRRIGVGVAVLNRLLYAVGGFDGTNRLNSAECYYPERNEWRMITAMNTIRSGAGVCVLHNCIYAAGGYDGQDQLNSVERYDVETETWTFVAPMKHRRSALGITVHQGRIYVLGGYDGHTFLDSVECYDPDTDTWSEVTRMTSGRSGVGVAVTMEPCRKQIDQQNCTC
V-ATPase pHluor – regulators of yeast V-ATPase proton transport; S. cerevisiae, pHLuorin cytosolic pH fluorescence; response, % at 10 µM; 0.37% of 350,000 active; in the data active means response mostly above about 7.3%, no sharp cut-off; inactive means mostly below about 5.4%; further: actives read high; inactives centre near 0; some compounds called inactive have numbers as strong as hits; reference of the scale not given here
RTF Ca sens inh – cardiac RTF calcium desensitization; P19429+P45379; IANBD-labeled cardiac RTF, Ca2+ fluorescence; 0.12% of 340,000 active; inhibition, % at 7.15 µM;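 active means inhibition above the mean inhibition of all tested compounds plus 3 SD, cut at about 17% in these data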;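 further: assay run at fixed EC70 calcium of 1.6 mM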
* = called active by the depositor; / = no result given; & = joins results of further samples.

SMILES | CAL-PDZ inh HTS | HTR5A inv ctr | MOR-DOR ag | RTF Ca sens act | OPRM1-OPRD1 inv | HTR5A ag ctr | LANA DNA inh | Keap1-Nrf2 PPI | V-ATPase pHluor | RTF Ca sens inh
C[C@@H]1NC(=O)[C@@]2(C)[C@@H](c3ccccc3)[C@H]3COc4ccccc4[C@@H]3N2C1=O | -6 | -8 | -1.4 | -8 | 9 | 4 | 0.9 | -1 | 4 | -6
O=C(NC(Cc1c[nH]c2ccccc12)C(=O)O)/C(=C/c1ccc2c(c1)OCO2)NC(=O)c1ccccc1 (configuration not stated) | 0 | 6 | -2.0 | 5 | 12 | -2 | -1.1 | -3 | -4 | 4
CCOc1ccc(-n2c(C)c(C(C)=O)c3cc(OC(C)=O)ccc32)cc1 | 3 | 5 | -3.2 | -5 | 15 | -1 | -1.2 | 3 | 0 | -2
CCCCOc1ccc(C(=O)N2CCCCCC2)cc1 | -2 | -4 | -0.2 | 0 | 1 | -2 | -1.0 | -4 | 3 | -5
CCn1cc(C(=O)NCCCN2CCCC(C)C2)c(=O)c2cc(S(=O)(=O)N(C)C3CCCCC3)ccc21 (configuration not stated) | -3 | -1 | -3.4 | -8 | 17 | -1 | -1.3 | -1 | -2 | 3
Cc1ccc(-c2csc3nc[nH]c(=O)c23)cc1 | -5 | 5 | -1.2 | 0 | 6 | 3 | 1.6 | -3 | 1 | -6
Cc1ccc(S(=O)(=O)N(CC(=O)c2ccccc2)C(=O)N2CCN(C)CC2)cc1 | / | -10 | -2.1 | -2 | 13 | 9 | -2.9 | -3 | -2 | -12
CCOc1ccc(C(=O)O/N=C(\N)c2ccccn2)cc1OCC | -1 | -13 | 3.6 | -2 | -15 | 5 | -0.6 | 0 | 4 | 6
CCOC(=O)[C@H]1[C@H]2COc3ccc(Cl)cc3[C@@H]2N2C(=O)CN(Cc3ccc(OC)cc3)C(=O)[C@@]12C | 1 | -1 | -1.1 | -7 | 7 | 4 | -1.7 | -6 | 1 | 9
Cc1ccccc1S(=O)(=O)Cc1ccc(C(=O)NCCN(CC(C)C)CC(C)C)o1 | -1 | -16 | -1.0 | 1 | 5 | 4 | 1.0 | -3 | 0 | -2
O=C(COC(=O)/C=C/c1ccc(Cl)cc1Cl)NCC1CCCO1 (configuration not stated) | -3 | -15 | -3.0 | -1 | 13 | 5 | -0.7 | -2 | 0 | -9
Cc1[nH]c2ccccc2c1/C=C(\C#N)C(=O)NCC1CCCO1 (configuration not stated) | 1 | 11 | 0.1 | -1 | 0 | -5 | -2.9 | -7 | -3 | -7
O=C(O)Cn1cc(/C=C/[N+](=O)[O-])c2ccccc21 | 3 | -3 | -2.4 | -1 | 12 | 1 | 1.7 | 2 | 0 | -5
CC(=O)c1c(C)[nH]c(C(=O)NCCCN2CCCC2)c1C | -4 | -2 | -1.7 | 5 | 10 | 4 | -1.8 | -4 | 4 | -19
O=C(CN1C(=O)NC2(CCCCC2)C1=O)N1CCN(c2ncccn2)CC1 | -2 | -28 | 0.4 | 0 | -2 | -5 | -0.5 | -1 | 3 | -5
OCCCNC(=S)Nc1ccc(Oc2ccccc2)cc1 | -4 | 2 | -2.9 | -1 | 15 | -1 | 1.9 | -3 | 6 | -1
CC1(C)CC(=O)C2=C(C1)NCN(Cc1ccccc1)C2 | 6 | -19 | -1.1 | -4 | 6 | 7 | 1.8 | 6 | 5 | -2
Cc1nc2ccccc2nc(=O)c1NNc1ccccc1 | -8 | -10 | -5.4 | -2 | 25 | -3 | 0.2 | -2 | -4 | -10
CCN(CC)CCNC(Cc1ccccc1)c1cccc(OC)c1 (configuration not stated) | -2 | 1 | -3.2 | 1 | 16 | 0 | 0.9 | 2 | -6 | 5
COc1ccc(-c2csc(NC(=S)NC(=O)/C=C/c3ccco3)n2)cc1OC | -5 | 4 | -1.3 | 4 | 8 | -2 | 0.6 | 2 | 1 | 3
COc1ccc(C(=O)N2CCc3cc(OC)c(OC)cc3C2c2cccc([N+](=O)[O-])c2)cc1OC (configuration not stated) | 7 | 5 | 1.3 | 2 | -6 | -2 | 0.0 | -1 | -2 | -11
COc1cc(CO)ccc1OCC(=O)Nc1cccc2ccccc12 | / | -8 | -1.3 | 2 | 7 | 4 | -1.0 | 0 | 5 | 4
COc1nnc(-c2ccc(C)c(S(N)(=O)=O)c2)c2ccccc12 | -4 | -4 | -3.4 | -4 | 15 | 1 | 1.5 | -4 | -2 | 0
CCCCSc1nc(C)nc2c1c(=O)n(C)c(=O)n2C | 4 | -6 | 2.4 | -1 | -14 | -1 | -3.1 | 1 | 0 | -2
CCOc1ccc(-c2cnc3n2CCC3)cc1 | -3 | -14 | -0.8 | -1 | 4 | 5 | -2.3 | -1 | 0 | -2
Cc1nnc2ccc(-c3ccc(NS(=O)(=O)c4ccccc4)cc3)nn12 | -1 | 8 | -1.0 | 6 | 6 | -10 | -2.1 | -3 | 0 | -3
Nc1cc2c(cc1[N+](=O)[O-])OCCOCCOCCO2 | 1 | 4 | -1.2 | -2 | 6 | 2 | -0.2 | 6 | 1 | 0
CCN1CCN(C(=O)N(Cc2ccc(Cl)cc2)S(=O)(=O)c2ccc(C)cc2)CC1 | 3 | -13 | -4.8 | 2 | 26 | -2 | 0.1 | -6 | -1 | 2
O=C(CSc1ncccn1)NN=C1CCCCCC1 | -2 | 15 | -0.3 | 1 | 2 | 2 | 1.3 | -3 | -4 | -5
COc1ccc(-c2noc(N3CCC(C(=O)N4CCN(c5ccccn5)CC4)CC3)n2)cc1 | -2 | -4 | 0.1 | -4 | 0 | 1 | 0.4 | 3 | 1 | -7
CC(C(O)c1ccc(O)cc1)N1CCC(Cc2ccccc2)CC1 (configuration not stated) | -6&-5&-10 | 10&-10&20 | -1.6&-1.4&-1.6 | -1&-5&1 | 9&7&9 | 7&3&5 | 2.0&-2.2&0.7 | -1&-2&-3 | -5&1&-3 | -10&7&-1
C=CCN(CC=C)C(=O)C1CC(=O)N(c2ccc(Br)cc2)C1 (configuration not stated) | -2 | -3 | -0.8 | -2 | 3 | 1 | -0.3 | 0 | -2 | -12
C=CCN1C(=O)C(Cc2ccc(OCC)cc2)SC1=Nc1ccc(C(=O)O)cc1 (configuration not stated) | 3 | 9 | -1.9 | 2 | 12 | -3 | -0.8 | 1 | 1 | -12
COc1ccc(C(=O)N2CCCCCC2)cc1S(=O)(=O)N1CCOCC1 | -3 | 8 | -0.9 | 4 | 5 | -3 | 0.3 | -1 | 0 | -2
CCOC(=O)[C@H]1[C@H]2COc3cc(OC)ccc3[C@@H]2N2C(=O)CN(Cc3ccc(C)cc3)C(=O)[C@@]12C | 0 | -21 | -1.8 | -3 | 11 | 1 | -1.0 | -7 | 0 | 9
O=C(CCC(=O)N1CCN(S(=O)(=O)c2ccccc2)CC1)c1cccs1 | 5 | -3 | -1.9 | 1 | 10 | 1 | -0.3 | 3 | -1 | -4
Cc1ccc(NC(=O)CC(=O)c2ccccc2)cc1C | 6 | -5 | 1.1 | -6 | -9 | 2 | 0.2 | -4 | 5 | 6
Cn1ncc([N+](=O)[O-])c1C(=O)Nc1ccc(-c2nc3ccccc3[nH]2)cc1 | -6 | -1 | 0.3 | 1 | -2 | 5 | -0.4 | -3 | 0 | -1
COc1cccc(-c2cccc(NC(=O)C3CCN(CC4CCOC4)CC3)c2)c1 (configuration not stated) | -1 | -4 | -2.6 | -4 | 14 | 1 | 2.1 | 0 | 1 | -11
CSc1nc(N(C)NC(=O)c2ccc(F)cc2)c2ccccc2n1 | -1 | 6 | -0.9 | -4 | 5 | -8 | -6.2 | 1 | 1 | 2
CC1CN(Cc2nc3c(c(=O)n(C)c(=O)n3C)n2CCc2ccccc2)CC(C)O1 (configuration not stated) | -5 | -1 | -3.0 | -3 | 13 | -4 | 1.3 | -2 | -4 | -6
Cc1nc2ncnn2c(Nc2ccc3c(c2)OCCO3)c1C | / | -23 | 0.6 | 0 | -3 | 0 | 1.9 | -5 | 0 | -2
N#Cc1cc(-c2ccccc2)nc(NN)n1 | -2 | 4 | -2.6 | -7 | 13 | -1 | -0.4 | -2 | -1 | 9
Cc1ccc(S(=O)(=O)N(C)CC(=O)N2CCN(C(=O)c3ccco3)CC2)cc1 | / | -12 | -1.9 | 6 | 10 | 3 | 0.6 | -1 | 1 | -8
CC(=O)N1CCC2(CC1)C(C#N)=C(N)OC1=C2C(=O)CC(C)(C)C1 | -4 | 11 | -0.7 | -3 | 4 | -2 | 2.1 | -3 | -2 | -1
Cc1cc(C)cc(Nc2ncc3c(n2)CCCC3=O)c1 | -3 | 16 | -1.8 | -3 | 8 | -5 | 1.7 | 0 | -4 | -2
COC(=O)c1sccc1NC(=O)Nc1ccc(C)c(C)c1 | -2 | 8 | 6.3 | -1 | -26 | -3 | 0.1 | -2 | -1 | 3
COc1ccc2[nH]cc(CC(=O)O)c2c1 | 3 | 7 | -2.8 | -1 | 14 | 4 | 0.0 | -2 | -2 | 1
COC(=O)C(NS(=O)(=O)c1ccc(C)cc1)c1ccccc1 (configuration not stated) | 0 | -2 | -0.5 | -5 | 4 | 0 | -0.1 | -3 | 0 | 9
CC(OC(=O)c1ccc(Cl)nc1)C(=O)Nc1ccc2c(c1)OCO2 (configuration not stated) | -4 | -53 | -2.9 | -4 | 12 | 19* | 0.3 | -2 | -3 | -10
COc1ccc(CCNC(=O)C2CCN(S(=O)(=O)N3CC(C)CC(C)C3)CC2)cc1OC (configuration not stated) | 5 | 2 | 0.3 | 1 | -2 | -5 | 2.1 | -4 | 1 | -4
CCc1ccc(CN2CCN(C(=O)c3cccc(OC)c3OC)CC2)cc1 | -1 | 19 | 1.6 | 8 | -9 | 1 | 1.2 | -4 | 1 | 0
CCCCOc1ccc(C(=O)NCC(=O)NCC(c2ccc(F)cc2)N2CCOCC2)cc1 (configuration not stated) | / | 5 | 0.1 | -11 | -1 | -2 | 0.0 | 1 | -1 | -3
CC1=C(C(N)=O)C(c2ccccc2)n2nc(-c3ccncc3)nc2N1 (configuration not stated) | -1 | 15 | -1.0 | 8 | 6 | -1 | -1.2 | -8 | 2 | -3
CCN(CC)C(=O)COc1coc(CN2CCN(c3ccc(F)cc3)CC2)cc1=O | -4 | 6 | -2.5 | 1 | 13 | 8 | 0.7 | 2 | -3 | -5
C=C(C)CNC(=S)NNC(=O)c1ccc(Br)cc1 | -8 | -2 | -4.5 | 0 | 24 | -2 | 2.2 | -2 | -1 | 5
Cc1ccc(CN2CCC(n3nccc3NC(=O)CCOc3ccccc3)CC2)cc1C | -3 | -17 | 2.6 | 7 | -14 | 4 | 0.7 | 5 | 1 | 6
COc1ccc(NC(=O)c2ccc(CN3CCN(c4ccccc4)CC3)cc2)cc1 | 0 | -5 | 9.1 | -2 | -38 | 2 | 0.8 | 3 | 1 | -9
Cc1ccc(-n2c(=O)[nH]cc(C(=O)Nc3ccc4c(c3)OCCO4)c2=O)cc1 | -6 | -6 | 0.2 | 14 | -1 | 1 | 1.7 | -2 | -2 | 1
O=C(Nc1ccccc1C(=O)Nc1ccccc1C(=O)NCc1ccco1)c1ccco1 | 11 | 2 | 2.2 | 0 | -13 | -1 | 2.2 | -1 | -1 | -4

Rows are unselected (roughly 2.8% active in at least one column).
